FadD28 FP inh = inhibitors of FadD28 bisubstrate probe binding, primary screen, biochemical, fluorescence polarization, single point; inhibition, % at 12.5 µM; 0.22% of 360,000 active; AID 588549, 2011; in the data active means inhibition above about 8.5%, passing the limit was not always enough; inconclusive means no clear call, values can overlap the other calls
CCHF vOTU inh = CCHFV vOTU protease inhibitors, primary screen, biochemical, Pep-AMC substrate, fluorescence; inhibition, % at 11.5 µM; 0.55% of 370,000 active; Crimean-Congo hemorrhagic fever virus L polyprotein viral ovarian tumor (vOTU) protease …; in the data active means inhibition above about 30%; further: 0% = vehicle wells with enzyme and 100% = no enzyme wells
PfHsp40 rescue = rescue of yeast from PfHsp40 toxicity, primary screen, S. cerevisiae, ATP luminescence | S. cerevisiae expressing PfHsp40, growth rescue | growth rescue, % at 12.5 µM | 0.68% of 340,000 active | AID 504582, 2011; in the data active means growth rescue above about 28%, passing the limit was not always enough; inconclusive means no clear call, values can overlap the other calls;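 further: yeast W303a lacking pdr1 and pdr3 grown in galactose medium; growth measured after three days at 30 °C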
TcdB inh = TcdB glycohydrolase inhibitors, primary screen, biochemical, single point, plate reader | Toxin B (Clostridioides difficile), P18177 | TcdB glycohydrolase enzymatic assay | inhibition, % at 9.99 µM | 0.24% of 350,000 active; in the data active means inhibition above about 10%
BoNT-A LC inh2 = BoNT/A light chain protease inhibitors, primary screen, biochemical, flow cytometry, MLPCN library | AID 588499, 2011 | multiplex microsphere protease substrate cleavage | 0.17% of 360,000 active | inhibition, % at 10 µM; further: plate controls were buffer without enzyme for full effect and enzyme alone for no effect
BoNT-F LC inh = BoNT/F light chain protease inhibitors, primary screen, biochemical, flow cytometry, MLPCN library; Botulinum neurotoxin type F light chain protease (Clostridium botulinum); Multiplex microsphere protease cleavage assay; inhibition, % at 10 µM; 0.22% of 360,000 active; AID 588497, 2011; in the data active means inhibition above about 35%, passing the limit was not always enough; inconclusive means no clear call, values can overlap the other calls; further: plate controls were buffer without enzyme for full effect and enzyme alone for no effect
Anthrax LF inh2 = Bacillus anthracis LF protease inhibitors, primary screen, biochemical, multiplex microsphere, MLPCN library; inhibition, % at 10 µM; AID 588501, 2011; multiplex microsphere protease cleavage assay; Lethal factor (Bacillus anthracis), P15917; 0.12% of 360,000 active; further: plate controls were buffer without enzyme for full effect and enzyme alone for no effect
Target sequence (P15917 whole entry, looked up): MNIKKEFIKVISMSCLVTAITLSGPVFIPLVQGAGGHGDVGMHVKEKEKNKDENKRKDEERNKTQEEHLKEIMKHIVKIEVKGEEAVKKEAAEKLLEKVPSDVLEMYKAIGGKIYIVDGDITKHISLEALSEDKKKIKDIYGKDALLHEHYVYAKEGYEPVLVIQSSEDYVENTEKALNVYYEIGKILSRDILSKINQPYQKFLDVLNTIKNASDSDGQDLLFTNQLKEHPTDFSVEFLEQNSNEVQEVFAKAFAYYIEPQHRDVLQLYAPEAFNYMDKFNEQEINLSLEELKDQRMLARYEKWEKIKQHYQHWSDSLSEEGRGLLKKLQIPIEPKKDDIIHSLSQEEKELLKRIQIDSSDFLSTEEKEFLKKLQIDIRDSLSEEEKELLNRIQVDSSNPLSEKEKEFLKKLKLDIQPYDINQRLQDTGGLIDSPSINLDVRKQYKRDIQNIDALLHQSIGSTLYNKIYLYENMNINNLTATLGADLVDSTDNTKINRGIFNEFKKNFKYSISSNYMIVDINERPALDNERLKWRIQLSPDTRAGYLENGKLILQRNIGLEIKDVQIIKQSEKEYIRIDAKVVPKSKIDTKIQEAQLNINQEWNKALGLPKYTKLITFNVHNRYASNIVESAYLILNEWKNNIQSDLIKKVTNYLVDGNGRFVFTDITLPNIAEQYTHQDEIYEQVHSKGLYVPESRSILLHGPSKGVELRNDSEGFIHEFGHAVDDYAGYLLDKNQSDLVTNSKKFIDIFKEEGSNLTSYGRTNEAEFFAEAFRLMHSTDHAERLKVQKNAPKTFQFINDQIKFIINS
Yp Topo-I inh = Yersinia pestis topoisomerase I inhibitors, primary screen, biochemical, cleavage product accumulation, plate reader, single point; Y. pestis Topo-I cleavage product accumulation; 0.064% of 360,000 active; DNA topoisomerase I (Yersinia pestis CO92); activity, % at 10 µM; in the data active means activity above about 50%, passing the limit was not always enough; inconclusive means no clear call, values can overlap the other calls; further: inactives centre near 2
PrPC surface inh = inhibitors of human cell surface prion protein PrPC, primary screen, cell-based, TR-FRET. AID 720596, 2013. TR-FRET read-out. inhibition, % at 13.8 µM. 0.43% of 370,000 active; in the data active means inhibition above about 24%; further: 0% = median of the test wells and 100% = reference compound wells
An asterisk follows results filed as active; ? = inconclusive; · = not tested or not shown. Unless noted, no stated cut-off is given here; in the data, active means inhibition above about 30%; inconclusive means no clear call, values can overlap the other calls; inactive means below that.

SMILES	FadD28 FP inh	CCHF vOTU inh	PfHsp40 rescue	TcdB inh	BoNT-A LC inh2	BoNT-F LC inh	Anthrax LF inh2	Yp Topo-I inh	PrPC surface inh
COc1ccc(C2(c3ccc(OC)cc3)NC(=O)N(CC(=O)Nc3ccccc3C)C2=O)cc1	-3.3	-1	-0.7	1.7	-1.5	-6	2	15	-7
O=c1[nH]c(=O)n(C2CCCCCC2)c(O)c1C=NCc1ccc(F)cc1	-3.0	6	2.6	·	2.7	?	-2	22	0
COc1cccc(NC(=O)CN(C)C(=O)c2ccc(COc3ccccc3)o2)c1	-2.1	-3	0.1	-3.6	-0.7	-6	-2	-10	0
Cc1ccc(/C=C/C(=O)NCCc2ccccc2)o1	0.1	-1	-0.8	0.1	-2.4	-29	3	8	-2
Cc1ccc(S(=O)(=O)N(C(=O)c2ccco2)c2cc3sc(=O)oc3c3ccccc23)cc1	2.6	1	-0.5	·	0.1	-4	-4	7	6
COc1cccc(-c2cc(C(=O)O)c3cc4ccccc4cc3n2)c1OC	-2.1	16	·	-3.6	-0.5	-5	-4	-1	-1
COc1ccc(S(=O)(=O)n2ccc(-c3ccc(OCCN(C)c4ccccn4)cc3)n2)cc1	-2.5	0	0.9	·	0.8	18	-4	-7	10
CCCCCCNC(=O)CCCCCNS(=O)(=O)c1ccc(Br)cc1	1.8	2	1.4	1.7	-1.0	-7	2	-1	-6
COc1ccccc1-n1cc(CN2CCN(C3CCCCC3)C(CCO)C2)cn1 (stereo not drawn)	-2.2	9	0.1	1.5	-1.4	-6	3	3	-7
CNC(=S)N1CCc2cc(OC)c(OC)cc2C1	-1.6	2	0.4	2.0	0.6	3	1	-1	-3
COc1cccc(NC(=O)n2nc(N)cc2-c2ccc(Cl)cc2)c1	-6.3	4	0.9	0.3	-0.5	-3	-6	-8	0
Cc1nnsc1NC(=O)OCc1ccc(C(F)(F)F)cc1	-4.6	-4	0.8	·	0.0	-2	2	3	17
COc1ccc(CNC(=O)c2cc3ccccc3o2)cc1OC	-0.2	7	0.1	-0.2	1.3	3	-13	-8	-2
CCN1C(=O)C(CC(=O)Nc2ccc(OC)cc2)N(CCN2CCOCC2)C1=S (stereo not drawn)	-1.4	-5	-0.4	1.5	-0.5	?	-9	-11	1
CC1(C)CC(=O)C(C(=O)/C=C/NCCc2ccccc2)C(=O)C1	-0.7	3	-0.6	·	0.8	5	1	8	1
COc1ccc(CCNC(=O)COc2cc(C)cc3oc(=O)cc(C)c23)cc1OC	-0.6	5	-1.0	2.1	2.0	1	0	0	4
COc1cc(/C=C2\SC(=S)N(CCC(=O)NC3CCCC3)C2=O)cc(OC)c1OC	-2.4	0	0.5	1.1	0.6	6	3	1	3
Cc1ccc(S(=O)(=O)N2CCN(C(=O)N3CCOCC3)C2C(C)C)cc1 (stereo not drawn)	-0.3	0	1.0	·	-0.5	-3	-23	-6	5
O=C(Nc1ccc(F)c(Cl)c1)c1ccc2sc([C@H]3C[C@H](O)[C@@H](CO)O3)nc2c1	-8.6	22	·	1.2	0.1	-2	5	-7	20
O=C(NNC(=S)Nc1ccccc1)c1ccco1	1.3	12	1.5	·	?	-2	-3	-8	-3
COc1cc(F)ccc1S(=O)(=O)n1c(C)nc2ccccc21	0.8	-3	-1.3	1.9	0.8	2	-8	0	5
Cc1nc(N2CCCCC2)c(C#N)c(C)c1[N+](=O)[O-]	-2.1	7	0.1	-0.3	-0.6	-10	-9	12	2
Cc1cc(C)n(Cc2ccc(Cl)nc2)n1	0.0	3	0.1	0.4	2.9	-8	1	3	-5
Cn1c([N+](=O)[O-])cnc1COC(N)=O	-2.7	6	-0.8	0.7	-1.0	1	-10	-5	4
CS(=O)(=O)N(CC(=O)NCc1ccco1)c1ccccc1Cl	-1.6	-4	0.9	·	-0.5	-4	-5	-1	-7

By substructure, those above with a Cl atom (four)
SMILES	FadD28 FP inh	CCHF vOTU inh	PfHsp40 rescue	TcdB inh	BoNT-A LC inh2	BoNT-F LC inh	Anthrax LF inh2	Yp Topo-I inh	PrPC surface inh
COc1cccc(NC(=O)n2nc(N)cc2-c2ccc(Cl)cc2)c1	-6.3	4	0.9	0.3	-0.5	-3	-6	-8	0
O=C(Nc1ccc(F)c(Cl)c1)c1ccc2sc([C@H]3C[C@H](O)[C@@H](CO)O3)nc2c1	-8.6	22	·	1.2	0.1	-2	5	-7	20
Cc1cc(C)n(Cc2ccc(Cl)nc2)n1	0.0	3	0.1	0.4	2.9	-8	1	3	-5
CS(=O)(=O)N(CC(=O)NCc1ccco1)c1ccccc1Cl	-1.6	-4	0.9	·	-0.5	-4	-5	-1	-7

Three entries drawn at random from the list so far:
SMILES	FadD28 FP inh	CCHF vOTU inh	PfHsp40 rescue	TcdB inh	BoNT-A LC inh2	BoNT-F LC inh	Anthrax LF inh2	Yp Topo-I inh	PrPC surface inh
CS(=O)(=O)N(CC(=O)NCc1ccco1)c1ccccc1Cl	-1.6	-4	0.9	·	-0.5	-4	-5	-1	-7
Cc1nc(N2CCCCC2)c(C#N)c(C)c1[N+](=O)[O-]	-2.1	7	0.1	-0.3	-0.6	-10	-9	12	2
COc1ccc(CNC(=O)c2cc3ccccc3o2)cc1OC	-0.2	7	0.1	-0.2	1.3	3	-13	-8	-2

The results go on.
SMILES	FadD28 FP inh	CCHF vOTU inh	PfHsp40 rescue	TcdB inh	BoNT-A LC inh2	BoNT-F LC inh	Anthrax LF inh2	Yp Topo-I inh	PrPC surface inh
O=C(O)CN1C(=O)C(=O)N(Cc2ccc(Cl)cc2Cl)C1=O	-3.3	7	-0.7	0.3	-2.4	-4	-7	3	0
O=c1cc(N2CCCCC2)nc2n1CCCS2	-1.6	-11	1.4	·	-0.8	-2	-1	0	-3
COc1ccc(CN(CC2CCC(C(=O)O)CC2)C(=S)Nc2cc(Cl)ccc2OC)cc1 (stereo not drawn)	3.0	0	0.3	1.0	-0.3	-2	0	3	10
CCOC(=O)c1ccc(NC(=S)NNC(C)(C)C)cc1	-4.6	8	-0.3	1.2	?	?	?	1	4
CCOC(=O)CSc1ccc(C(=O)N2CCN(C)CC2)cc1[N+](=O)[O-]	-4.6	-2	-2.3	-0.2	-0.2	-5	-6	1	-5
CCc1ccc(NC(=O)CO/N=C(\C)c2cc3ccccc3o2)cc1	-5.7	16	-1.4	0.4	0.1	-1	0	31	8
O=C(Nc1cc2c(cc1Cl)OCCCO2)c1ccccc1	-2.3	-2	4.0	·	-0.3	-4	-6	4	-9
Clc1cc2c(cc1/C=N/Nc1nc(N3CCOCC3)nc(N3CCOCC3)n1)OCO2	-4.8	8	1.2	-0.2	-1.7	-8	-4	-7	-13
COC(=O)CSc1nnc(Cc2cc(=O)[nH]c(=O)[nH]2)n1-c1cccc(OC)c1	0.7	-9	-2.0	·	-0.2	4	-2	2	-2
Cn1ccsc1=NC(=O)c1ccccc1F	-2.7	12	0.8	-0.6	0.3	1	0	1	-1
O=C(Nc1nnc(S(=O)(=O)N2CCCC2)s1)c1ccccc1Br	-1.3	2	1.7	1.0	-0.5	0	1	0	2
CCN1CCC(O)(c2ccccc2)C(C(=O)c2ccccc2)C1 (stereo not drawn)	-0.5	28	-1.6	·	-0.2	-4	2	0	1
COc1cc(OC)c(NC2c3ccccc3C(=O)N2c2cc(C)ccn2)cc1Cl (stereo not drawn)	-4.3	13	-1.1	1.1	-1.2	0	-4	20	-8
O=C(NCC1=C(c2cccc3ccccc23)C[C@@H]2CC[C@H]1N2Cc1ccco1)c1ccc([N+](=O)[O-])cc1	-2.6	-8	·	-1.0	-0.5	-2	-2	-2	-13
CCCCn1cnc2c(oc3nc4c(cc32)CCCC4)c1=O	-3.7	8	2.9	0.4	1.5	?	-5	-2	6
CC1CCN(c2c(NCC3CCC(C(=O)NCc4ccccc4Cl)CC3)c(=O)c2=O)CC1 (stereo not drawn)	-1.6	0	-1.6	-1.4	-1.0	1	-7	16	-1
Cc1cc(NCC(=O)Nc2ccc(C)c(S(=O)(=O)N3CCOCC3)c2)ccc1Br	?	-9	·	0.7	-0.7	-11	7	14	4
O=C(COc1ccc(S(=O)(=O)N2CCOCC2)cc1Cl)NCc1ccco1	-1.0	6	1.2	3.1	-1.2	11	-4	1	10
CCn1c(O)c(/C=C2\C=Nc3ccccc32)sc1=Nc1ccc(C)cc1	-3.9	-4	1.8	1.4	0.0	3	1	1	-1
Cc1ccc(-n2nc3c(c2NC(=O)c2ccco2)CS(=O)C3)c(C)c1 (stereo not drawn)	1.0	-4	0.1	-0.5	?	?	?	4	-1
CC1Cc2ccccc2N1C(=O)c1cnc2n(c1=O)CCS2 (stereo not drawn)	-1.6	2	-1.5	0.9	-0.1	-4	-8	0	-4
CC(C)Oc1ccc(C(=O)/C=C2/C(=O)Nc3ccccc32)cc1	-3.3	-5	-0.2	0.8	-0.6	?	-7	9	34*
CN(Cc1ccc(C(F)(F)F)cc1)C(=O)[C@H]1O[C@@H](n2cnc3c(N)ncnc32)[C@H](O)[C@@H]1O	-1.1	1	·	1.0	-0.4	-1	4	·	-3
CC(=O)Nc1c(O)c2cccc3c2n(c1=O)CCC3	-0.6	-4	-0.1	3.7	-0.6	2	3	-4	0
Cc1ccc(SCC(=O)NC(=O)Nc2ccc3c(c2)OCCO3)c(C)c1	0.2	3	-1.0	·	0.0	4	1	3	-4

Part of the list above with just PrPC surface inh and BoNT-F LC inh:
structure	PrPC surface inh	BoNT-F LC inh
COc1cc(OC)c(NC2c3ccccc3C(=O)N2c2cc(C)ccn2)cc1Cl (stereo not drawn)	-8	0
O=C(NCC1=C(c2cccc3ccccc23)C[C@@H]2CC[C@H]1N2Cc1ccco1)c1ccc([N+](=O)[O-])cc1	-13	-2

New compounds follow:
SMILES	FadD28 FP inh	CCHF vOTU inh	PfHsp40 rescue	TcdB inh	BoNT-A LC inh2	BoNT-F LC inh	Anthrax LF inh2	Yp Topo-I inh	PrPC surface inh
O=C(CN1C(=O)C2(OCCO2)c2cc(Br)ccc21)NO	-1.1	-9	-2.1	0.3	-1.6	?	24	10	-3
O=c1[nH]c2ccccc2cc1CN(Cc1ccco1)S(=O)(=O)c1ccccc1	-2.2	1	0.1	-0.4	0.6	0	-3	21	0
CC(=O)Nc1cc(-c2nn(C)c(=O)c3ccccc23)ccc1N1CCCCC1	-1.7	-1	-0.6	·	-0.2	3	-2	-2	-2
CC(C)c1ccccc1	-2.4	-1	-1.7	0.7	-0.5	-1	-6	8	6
Cn1c(SCC(=O)Nc2ccc3c(c2)oc2ccccc23)nnc1-c1ccccc1	-0.4	-9	-0.2	·	1.6	3	2	-1	-1
CCOC(=O)C1=C(CNC(C)(C)CC(C)(C)C)NC(=O)NC1c1cccc([N+](=O)[O-])c1 (stereo not drawn)	-4.3	31*	1.3	1.1	-0.5	-7	-9	39	3
COc1ccc(CN2C(=O)C(CC(=O)NCCCN(C)C)CC(C(=O)N3CCCCCC3)=C2C)cc1 (stereo not drawn)	·	-5	·	-0.7	-0.2	-12	4	·	3
Cc1cc(NC(=O)CSc2nc3ccccc3n2CCC#N)no1	-2.1	-14	-0.1	0.9	-0.6	-5	-3	2	3
CCN(CC)c1ccc(/C=C(/C#N)c2nc3ccccc3[nH]2)c(OC(C)C)c1	-1.5	11	-0.7	·	5.0	-11	10	0	-6
CCOC(=O)C1=C[C@@H](C(C)C)N(S(=O)(=O)c2ccc(C)cc2)[C@H]1c1ccc(C(C)C)cc1	-1.2	11	·	0.9	0.6	-8	-14	·	0
CC(C)[C@H](NC(N)=O)C(=O)NCCc1ccc(Cl)cc1	-2.0	1	-1.0	0.4	-0.1	2	-1	3	0
CCCCC(=O)Nc1ccc(Cl)cc1F	-1.8	2	·	-0.5	-0.4	-6	-4	6	7
CCCS(=O)(=O)N1CCCC(C(=O)NCCCOCC)C1 (stereo not drawn)	0.4	8	0.0	·	-0.5	-5	-1	5	-2
